From PubChem
GPR55 beta-arrestin – selective activators of receptor GPR55 – imaging, U2OS cells, beta-arrestin-GFP redistribution, primary screen (AID 1961); activation, % at 10 µM, or EC50 in µM where a hit was titrated; actives 0.048% (n = 290,000); U2OS GPR55 beta-arrestin-GFP redistribution imaging; higher % means a stronger effect;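 active = activation above 40% with more than 50 cells counted in the well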;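 also: U2OS osteosarcoma cells stably expressing GPR55 and beta-arrestin-GFP; plate controls were DMSO negative control for no effect and LPI positive control for full effect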
KOR beta-arrestin-1 – kappa opioid receptor activators – cell-based, luminescence, uHTS, primary screen (AID 1777). KOR beta-arrestin recruitment, luminescence; higher % means a stronger effect. activation, % at 10 µM, or EC50 in µM where a hit was titrated. actives 0.02% (n = 280,000); in the data active = activation above about 50%, passing the limit was not always enough; also: a part of the inactive calls stands beside numbers as strong as those of hits
NTR1 agonist – agonists of NTR1, primary screen, imaging, U2OS cells, beta-arrestin-GFP, high content (AID 493036). P30989. NTR1-U2OS beta-arrestin-GFP spot imaging, agonist mode. activation, % at 20 µM. actives 0.17% (n = 330,000);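 active = activation at or above 40% of the spot to cytoplasm intensity ratio, with at least 20 cells analyzed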;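 also: 0% = DMSO without peptide and 100% = 100 nM NTR1 peptide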
Target sequence (P30989 whole entry, looked up): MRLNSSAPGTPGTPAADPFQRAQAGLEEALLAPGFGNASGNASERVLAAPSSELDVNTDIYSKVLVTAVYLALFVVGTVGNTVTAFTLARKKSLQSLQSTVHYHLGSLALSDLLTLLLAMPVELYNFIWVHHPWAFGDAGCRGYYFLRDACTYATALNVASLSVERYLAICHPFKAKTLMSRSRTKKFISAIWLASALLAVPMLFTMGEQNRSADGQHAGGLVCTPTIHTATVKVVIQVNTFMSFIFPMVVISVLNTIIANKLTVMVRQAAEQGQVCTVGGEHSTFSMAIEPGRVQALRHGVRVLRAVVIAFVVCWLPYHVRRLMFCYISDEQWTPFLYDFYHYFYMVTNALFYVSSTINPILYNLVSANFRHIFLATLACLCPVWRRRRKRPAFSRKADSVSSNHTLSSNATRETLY
NOD2 inhibition – inhibition of NOD2-driven NF-kB reporter – cell-based, luminescence, uHTS, HEK293 (AID 1566). HEK293 NOD2/NF-kB luciferase reporter, luminescence; higher % means a stronger effect. one-dose inhibition, % at 4 µM; EC50 in µM for titrated hits. actives 0.63% (n = 290,000); also: many of its hits are not listed in these tables
GPR55 antagonists – GPR55 antagonists blocking LPI-driven arrestin recruitment, primary screen, imaging, U2OS, beta-arrestin-GFP, LPI agonist (AID 2013); U2OS GPR55 beta-arrestin-GFP translocation imaging, LPI antagonism; higher % means a stronger effect; actives 0.13% (n = 290,000); inhibition, % at 10 µM; hits with a dose series show IC50 in µM;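 active = spots per cell inhibited over 60%, with over 100 cells counted and total cytoplasm intensity under 500,000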;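 also: U2OS cells stably carrying GPR55 and arrestin-GFP stimulated by 5 µM LPI near EC80; imaged beta-arrestin-GFP aggregate spots per cell after agonist stimulation; plate controls were LPI-stimulated DMSO wells for no effect and DMSO wells without LPI for full effect; some results filed as inactive read as strong as hits; confirmed hits need IC50 under 10 µM and bright autofluorescent wells are also inconclusive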
Myeloid diff 2 – myeloid differentiation induction; calls only at 10 µM; actives 1% (n = 360,000); ER-HoxA9 myeloid progenitors, lysozyme-GFP differentiation, flow cytometry;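 active = normalized GFP-positive differentiation at or above the plate's own cutoff, the solvent-only control mean plus 3 SD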;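 also: cells exposed to compound for four days before flow analysis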
T cell HTS – T cell immune modulators affecting CD8 T cell-vesicle binding. 2C CD8+ T cell-vesicle binding, flow cytometry; active compounds read low. calls only at 7 µM. actives 0.068% (n = 330,000). AID 2052;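 active = response, share of CD8 T cells binding vesicles, and their 90th percentile fluorescence all below set limits, cut at about 80% in these data, passing the limit was not always enough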
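material = purified 2C TCR transgenic mouse naive CD8+ T cells | controls = Unloaded micro-vesicles (low), QL9 vesicles with 0.7% DMSO (high) | detection = cytometric PE anti-B7-1 and Alexa647 anti-CD8 signals after 1% paraformaldehyde fixation | incubation = binding step 1.5 h, 37 °C, antibody labelling 20 min, ice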
KOR beta-arrestin-2 – KOR antagonists, beta-arrestin recruitment, cell-based, luminescence, uHTS (AID 1778) | inhibition, % at 10 µM; hits with a dose series show IC50 in µM | actives 0.091% (n = 290,000) | KOR beta-arrestin recruitment, luminescence, antagonist mode; higher % means a stronger effect; also: strong numbers were not always called active
NOD1 inhibition – NOD1 signaling inhibitors, primary screen, cell-based, luminescence, uHTS (AID 1578). NOD1-driven NF-kB luciferase reporter cells, luminescence; higher % means a stronger effect. inhibition, % at 4 µM; hits with a dose series show EC50 in µM. actives 1% (n = 290,000); in the data active = inhibition mostly above about 36%, no sharp cut-off; inactive = mostly below about 34%;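 also: HEK-293T reporter cells stimulated with the NOD1 agonist gamma-tri-DAP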
T cell HTS vesicle-bound % – recorded beside T cell HTS, whose call it bears; double positive events, %; measured here: CD8+ vesicle-bound cell fraction;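 binding gate set so that unloaded-vesicle control wells show 10% double positive cells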
NTR1 agonist cell count 20 µM – recorded beside NTR1 agonist, whose call it bears; cell count; measured here: cell count, cytotoxicity flag
Myeloid diff 2 GFP+ MAC1+ % – recorded beside Myeloid diff 2, whose call it bears; GFP+ MAC1+ double positive, %; measured here: differentiation confirmed by MAC1 staining
* = called active by the depositor; i = inactive; . = no result given; + = active, no number; [ ] = dose if it differs, or a comment. Rule as the data show it, unless noted: active = inhibition above about 50%; inactive = the rest.

SMILES	GPR55 beta-arrestin	KOR beta-arrestin-1	NTR1 agonist	NTR1 agonist cell count 20 µM	NOD2 inhibition	GPR55 antagonists	Myeloid diff 2	Myeloid diff 2 GFP+ MAC1+ %	T cell HTS	T cell HTS vesicle-bound %	KOR beta-arrestin-2	NOD1 inhibition
CCOc1ccc(NC(=O)c2ccc3nccnc3c2)cc1	0.0%	7.9%	0.5	60	-13%	-12%	i	0.9	i	31	-38%	-20%
Cc1cccc(-n2ccc(=O)c(C(=O)Nc3ccc(S(=O)(=O)N4CCOCC4)cc3)n2)c1	0.0%	2.8%	1.4	55	-33%	-1%	.	.	i	30	-16%	-18%
Cc1ccc(OCC2Cn3c(nc4c3c(=O)[nH]c(=O)n4C)O2)cc1C (configuration not stated)	-0.3%	-5.3%	2.4	97	-5%	-5%	i	0.9	i	56	9%	-9%
CN1c2ccccc2C(C)(C)C12C=Cc1cc(O)ccc1O2 (configuration not stated)	21%	5.8%	2.7	48	-5%	20%	+	4.4*	i	45	-10%	30%
O=[N+]([O-])C1C(c2ccccc2)=NOC1c1ccccc1O (configuration not stated)	0.1%	9.6%	0.0	50	-18%	9%	i	0.7	i	59	-32%[20 µM]	3%
Cc1nn(Cc2c(Cl)cccc2Cl)c(C)c1NC(=O)c1cnn2c(C(F)F)cc(-c3ccccc3)nc12	-0.1%	4.0%	13	66	8%	28%	i	0.9	i	49	5%	-68%
COC(=O)CSc1nc(SCc2ccc(C)cc2)nc2c1CCCC2	-0.2%	-0.8%	3.9	56	6%	-9%	i	1.0	i	59	-32%	-10%
COc1cccc(NC(=O)CN(C)C(=O)c2c(-c3ccccc3)noc2C)c1	0.3%	4.9%	1.6	72	-6%	2%	i	1.0	i	12	-16%	-33%
CCOc1cccc2sc(N(CCN(C)C)C(=O)c3ccc(Br)s3)nc12	-0.3%	-5.2%	0.2	49	7%	-1%	i	0.1	i	25	-6%	-26%
Cc1cc(C)c(C(=O)CSc2nnc(N)s2)c(C)c1	-0.3%	-3.8%	2.7	55	6%	-1%	i	1.0	i	43	8%	-18%
CCOC(=O)c1cnc(SCC(=O)Nc2ccccc2C(=O)OC)nc1N	0.3%	5.5%	-1.8	88	13%	-4%	i	1.1	i	20	-14%	1%
CC(=O)N1CCN(C(=O)c2ccc(Oc3ccccc3)cc2)CC1	0.5%	-0.5%	1.2	65	-1%	4%	i	0.2	i	44	0%	-10%
Cc1ccc(NCCC(=O)c2cccs2)cc1C	-0.1%	-1.5%	0.5	60	-132%	1%	i	1.3	i	4	-12%	-58%
CCOC(=O)C1(C)C=C(Nc2ccc(O)cc2)C(=O)N1c1ccc(O)cc1 (configuration not stated)	-0.3%	3.7%	0.0	49	9%	-6%	i	0.4	i	7	-2%	-16%
CN(CCO)c1cc(NCCCN2CCC(Cc3ccccc3)CC2)c2nonc2c1[N+](=O)[O-]	0.8%	2.2%	2.2	50	7%	18%	i	0.7	i	32	22%	-27%
O=C(NCCN1CCN(C(=O)c2ccccc2Cl)CC1)C(=O)NCc1ccccc1	0.6%	-1.5%	-1.0	50	1%	9%	i	0.3	i	33	15%	-18%
COc1cccc(C(=O)N(C)CC(=O)Nc2ccc(F)c(F)c2F)c1	0.0%	-3.2%	.	.	4%	10%	i	0.4	i	48	15%	-2%
CCOC(=O)C1CCN(C(=O)C2CCN(S(=O)(=O)c3ccc4c(c3)CC(C)N4C(C)=O)CC2)CC1 (configuration not stated)	-0.1%	-3.0%	-0.7	53	26%	-9%	i	0.7	i	13	-12%	-16%
O=[N+]([O-])c1ccccc1/C=N/Nc1nnc(-c2ccccc2)c(-c2ccccc2)n1	0.5%	-2.2%	3.6	75	-6%	1%	i	0.3	i	13	38%	-37%
Cc1ccn(C(=O)c2ccc(NC(=O)CC(C)C)cc2)n1	-0.1%	-8.5%	-1.6	81	26%	7%	i	0.3	i	24	-3%[20 µM]	-20%

5 compounds out of the list above, ordered by their value in KOR beta-arrestin-1, descending.
| SMILES | KOR beta-arrestin-1 |
| --- | --- |
| CCOc1ccc(NC(=O)c2ccc3nccnc3c2)cc1 | 7.9% |
| CCOC(=O)C1(C)C=C(Nc2ccc(O)cc2)C(=O)N1c1ccc(O)cc1 (configuration not stated) | 3.7% |
| CN(CCO)c1cc(NCCCN2CCC(Cc3ccccc3)CC2)c2nonc2c1[N+](=O)[O-] | 2.2% |
| CC(=O)N1CCN(C(=O)c2ccc(Oc3ccccc3)cc2)CC1 | -0.5% |
| COC(=O)CSc1nc(SCc2ccc(C)cc2)nc2c1CCCC2 | -0.8% |

(next part)
SMILES	GPR55 beta-arrestin	KOR beta-arrestin-1	NTR1 agonist	NTR1 agonist cell count 20 µM	NOD2 inhibition	GPR55 antagonists	Myeloid diff 2	Myeloid diff 2 GFP+ MAC1+ %	T cell HTS	T cell HTS vesicle-bound %	KOR beta-arrestin-2	NOD1 inhibition
O=C(CCN1C(=O)C2C3CCC(C3)C2C1=O)Nc1ccc(F)cc1 (configuration not stated)	-0.1%	-3.4%	2.8	50	15%	10%	i	1.8	.	.	-50%	-17%
Cc1ccc(OCC(=O)N2CCc3ccccc3C2)cc1	0.3%	-3.5%	3.9	33	11%	1%	i	0.6	i	50	1%	5%
CC(=O)Nc1cccc(C(=O)OCN2C(=O)c3ccccc3C2=O)c1	-0.2%	-3.4%	1.6	75	1%	-5%	i	0.8	i	10	13%	-19%
Cc1oc2cc3oc(=O)c(CC(=O)N[C@H](C(=O)N[C@@H](C(=O)O)c4ccccc4)C(C)C)c(C)c3cc2c1C	-0.2%	9.7%	-0.8	86	5%	0%	i	3.2	i	36	-13%[20 µM]	-26%
Cc1ccc(C)c(-n2nnnc2SCC(=O)c2ccc3c(c2)NC(=O)CO3)c1	0.2%	47%	5.1	91	17%	-14%	i	0.5	i	22	1%	14%
CC(=O)NC1=NN(C(C)=O)C(C)(c2ccccn2)S1 (configuration not stated)	0.3%	-0.8%	-1.2	23	6%	11%	i	0.0	i	28	-9%	-49%
NC[C@H]1O[C@H](O[C@H]2[C@H](O)[C@@H](O[C@H]3O[C@H](CO)[C@@H](O)[C@H](N)[C@H]3O)[C@H](N)C[C@@H]2N)[C@H](N)C[C@@H]1O	0.4%	-0.5%	-0.3	62	2%	-2%	i	1.0	i	27	-36%	0%
Cn1c(N)c(C(=O)COC(=O)CC2CC3CCC2C3)c(=O)n(C)c1=O (configuration not stated)	0.2%	-2.6%	1.2	55	17%	7%	i	0.3	i	44	-2%	-4%
Cc1cc(C)n(S(=O)(=O)/C=C/c2ccccc2)n1	-0.4%	-4.1%	7.8	88	6%	5%	i	1.8	i	32	9%	12%
CC1CN(C(=O)CCC(=O)NCCCN2CCC(Cc3ccccc3)CC2)c2cc(Cl)ccc2O1 (configuration not stated)	-0.2%	-2.8%	9.3	59	15%	-1%	i	2.5	i	24	0%	-32%

Some entries already given with just NOD1 inhibition and NTR1 agonist:
SMILES	NOD1 inhibition	NTR1 agonist
Cc1oc2cc3oc(=O)c(CC(=O)N[C@H](C(=O)N[C@@H](C(=O)O)c4ccccc4)C(C)C)c(C)c3cc2c1C	-26%	-0.8
Cc1ccc(C)c(-n2nnnc2SCC(=O)c2ccc3c(c2)NC(=O)CO3)c1	14%	5.1

The list goes on.
SMILES	GPR55 beta-arrestin	KOR beta-arrestin-1	NTR1 agonist	NTR1 agonist cell count 20 µM	NOD2 inhibition	GPR55 antagonists	Myeloid diff 2	Myeloid diff 2 GFP+ MAC1+ %	T cell HTS	T cell HTS vesicle-bound %	KOR beta-arrestin-2	NOD1 inhibition
COc1cc2c(cc1OC)CN(C(=O)c1ccco1)CC2	-0.3%	-2.2%	-0.6	44	6%	7%	i	0.1	i	58	-14%	-34%
Cc1ccc(S(=O)(=O)NN2C(=O)/C(=C/c3ccc(C(=O)O)cc3)SC2=S)cc1	0.2%	4.2%	-0.4	79	-3%	-4%	i	0.8	i	31	-5%	-2%
CC(C)OC(=O)C(C)Nc1n[nH]c(=S)[nH]c1=O (configuration not stated)	0.3%	-14%	2.6	106	0%	16%	i	0.1	.	.	-7%[20 µM]	-18%
COc1ccc(OC)c(/C=N\NC(=O)c2ccc(=O)n(C)c2)c1	0.2%	-0.8%	-0.1	71	16%	-13%	i	0.8	i	42	27%	-16%
Cc1sc(NC(=O)C(C)C)c(C(=O)Nc2ccccc2)c1C	-0.1%	-2.9%	1.4	57	15%	.	i	4.0	i	20	22%	6%
OCC1(Cc2ccccc2)CCN(C2CCN(c3ccc(F)c(F)c3)CC2)CC1	-0.1%	.	-0.2	95	9%	9%	i	0.6	i	40	-11%[20 µM]	-63%
COc1cccc(CNC(=O)C2CCN(S(=O)(=O)c3cccs3)CC2)c1	-0.1%	.	1.3	48	1%	1%	i	1.2	i	11	7%	8%
OCCNc1nc(N2CCCC2)nc(N2CCCC2)n1	0.0%	-6.7%	-0.5	53	4%	-2%	i	1.2	i	56	-13%	-32%
O=C(CCc1nc2ccccc2[nH]c1=O)OCC(=O)c1cccc2ccccc12	-0.1%	0.6%	.	.	-4%	11%	.	.	.	.	19%	-1%
COc1ccc(OC)c(/C=N/NC(=O)c2cc3c(OC)cc(OC)cc3[nH]2)c1	-0.1%	6.5%	6.8	47	-39%	10%	i	0.6	i	24	33%	-5%
O=C(CNC(=O)C1CCCCC1)OCn1nnc2ccccc2c1=O	0.2%	-3.1%	6.4	36	-2%	4%	i	0.3	i	17	9%	-6%
COc1ccccc1-n1cc(-c2ccc(C)cc2)[nH]c1=S	-0.1%	-9.7%	-1.3	87	-28%	-4%	i	0.6	i	56	22%	-4%
CCOC(=O)c1ccc(NC(=O)c2nc[nH]c2C(=O)NC2CCN(C(=O)OC(C)(C)C)CC2)cc1	1.6%	-1.5%	34	93	20%	35%	i	1.1	i	29	6%	4%
COc1cc(/C=N/N2CCN(Cc3ccc(Cl)cc3)CC2)cc(Br)c1O	-0.3%	3.4%	7.2	79	1%	0%	i	0.8	i	69	-24%[20 µM]	-18%
O=C(CN1C(=O)S/C(=C\c2ccccc2)C1=O)NCCCn1ccnc1	0.7%	-1.9%	1.5	43	21%	-4%	i	1.7	i	8	0%	-2%
COc1ccccc1/C=C/C(=O)NCc1ccccn1	-0.1%	-0.4%	-1.1	100	-14%	-9%	i	0.1	i	62	-63%[20 µM]	-37%
O=C(Nc1ccccc1NC(=O)c1ccccc1Cl)c1ccccc1Cl	-0.2%	2.6%	0.4	65	1%	1%	i	0.5	i	63	-52%[20 µM]	2%
O=C(CSc1nnc(-c2ccco2)o1)NC1CC2CCC1C2 (configuration not stated)	0.3%	-0.1%	0.8	63	-10%	0%	i	0.5	i	31	3%	-38%

These rows are one share of the data; the hit share may differ from the screen's.
